# High-throughput results: PubChem BioAssay, several laboratories
# ZTA counter: blocks Epstein-Barr virus ZTA, an EBNA-1 counter-screen. 0.15% of 320,000 active. P03206. ZTA-DNA binding, fluorescence polarization. inhibition, % at 11 µM; in the data active = inhibition above about 33%
# Target sequence (P03206 whole entry, looked up): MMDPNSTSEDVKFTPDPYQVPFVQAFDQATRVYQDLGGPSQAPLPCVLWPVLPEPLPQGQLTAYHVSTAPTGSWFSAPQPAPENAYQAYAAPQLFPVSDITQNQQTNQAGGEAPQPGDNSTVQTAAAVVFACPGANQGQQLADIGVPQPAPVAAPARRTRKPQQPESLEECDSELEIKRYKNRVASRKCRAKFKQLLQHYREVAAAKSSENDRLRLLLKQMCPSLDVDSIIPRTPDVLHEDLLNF
# GASC-1 inh: inhibitors of human GASC-1 (JMJD2C) demethylase | inhibition, % at 2.35 µM | AID 2099 | GST-JMJD2C(1-420) H3K9me3 demethylation, DELFIA europium | Q9H3R0 | 0.069% of 330,000 active;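 active = more than half of a compound's replicate wells show inhibition beyond 50%, single wells judged on their own value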;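 note: signal counts dimethyl H3K9 product captured on neutravidin plate; 0% = median of DMSO wells and 100% = 0.3 times that DMSO median; strong numbers were not always called active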
# Target sequence (Q9H3R0 1-420 limits assumed): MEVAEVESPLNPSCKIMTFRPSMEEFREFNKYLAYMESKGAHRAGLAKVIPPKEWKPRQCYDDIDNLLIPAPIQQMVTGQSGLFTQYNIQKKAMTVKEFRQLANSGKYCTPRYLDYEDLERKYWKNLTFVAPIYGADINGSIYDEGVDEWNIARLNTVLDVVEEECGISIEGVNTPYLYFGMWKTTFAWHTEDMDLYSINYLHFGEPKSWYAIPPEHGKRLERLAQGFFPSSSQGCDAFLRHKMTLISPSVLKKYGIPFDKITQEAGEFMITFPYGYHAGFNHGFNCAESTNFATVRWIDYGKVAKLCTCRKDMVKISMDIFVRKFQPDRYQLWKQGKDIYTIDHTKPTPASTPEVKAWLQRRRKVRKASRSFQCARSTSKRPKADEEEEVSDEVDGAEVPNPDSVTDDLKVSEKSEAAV
# EBNA-1 inh: blocks EBNA-1 binding to DNA. EBNA-1 DNA binding, fluorescence polarization. 0.34% of 300,000 active. inhibition, % at 14.8 µM; in the data active = inhibition above about 28%
# core dimer inh: HCV core protein dimerization inhibition; TR-FRET GST/Flag-core106 dimerization, 1536-well; inhibition, % at 5 µM; 0.33% of 300,000 active; AID 1899;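 active = inhibition above the mean of all tested compounds plus 3 SD, set per screening campaign, cut at about 45% in these data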
#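 Test system: GST/Flag-tagged HCV core106 proteins; Medium: KF-containing HEPES buffer, pH 7.45, DTT, CHAPS, BSA; Times: compound-protein-antibody incubation 4 h at 22.5 °C; Detection: TR-FRET 671 and 617 nm emission; Benchmarks: wells lacking GST-core106 and wells with excess unlabelled core106.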
# PP1 counter: blocks human PP1-alpha phosphatase, a PP5 counter-screen | purified PP1alpha, OMFP fluorescence | inhibition, % at 6.7 µM | 0.9% of 320,000 active;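 active = inhibition above the mean inhibition of all tested compounds plus 3 SD, computed separately for each screening campaign, cut at about 15% in these data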
# Target sequence (P62136 whole entry, looked up): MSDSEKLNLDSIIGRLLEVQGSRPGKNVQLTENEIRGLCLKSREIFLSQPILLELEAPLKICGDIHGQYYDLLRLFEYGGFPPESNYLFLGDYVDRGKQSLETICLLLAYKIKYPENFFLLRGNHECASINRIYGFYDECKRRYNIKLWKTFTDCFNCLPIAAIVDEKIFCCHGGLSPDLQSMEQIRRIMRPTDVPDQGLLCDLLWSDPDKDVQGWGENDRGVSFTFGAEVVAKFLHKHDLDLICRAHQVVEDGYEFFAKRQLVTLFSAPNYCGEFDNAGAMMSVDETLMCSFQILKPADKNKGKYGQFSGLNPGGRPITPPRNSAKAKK
# Fh CTSL1 inh: counter-screen for PFM18AAP inhibitors: inhibitors of F. hepatica cathepsin L1 | recombinant F. hepatica cathepsin L1, Z-Leu-Arg-MCA fluorescence | inhibition, % at 5.96 µM | 0.49% of 300,000 active | AID 1906;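 active = inhibition above the mean of all tested compounds plus 3 SD, set per screening campaign, cut at about 17% in these data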;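 note: 0% = plate median of test compound wells and 100% = 1 µM Z-Phe-Ala-diazomethylketone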
# PP5 inh: blocks human protein phosphatase 5 activity | purified PP5c, OMFP substrate fluorescence | AID 1987 | 0.18% of 320,000 active | P53041 | inhibition, % at 6.7 µM;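 active = inhibition above the campaign's mean inhibition across all tested compounds plus 3 SD, cut at about 9.5% in these data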;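 note: 0% = DMSO only and 100% = 100 µM cantharidin control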
# CR mimetic SO: yeast age-related superoxide inhibition as caloric restriction mimetic | S. cerevisiae aged cells, superoxide DHE fluorescence; stronger effect = lower value | superoxide response (% of plate mean), % at 10 µM | 0.18% of 330,000 active | AID 2690;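 active = superoxide response under a set limit, about three screen SD below normal, cut at about 65% in these data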;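 note: yeast aged for seven days with compound at 30 °C before DHE staining; 100% = average MFI of all compound-treated wells on the plate with controls excluded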
# TPT1 inhibitor: inhibitors of Candida albicans tRNA 2'-phosphotransferase TPT1. 0.81% of 300,000 active. inhibition, % at 5 µM. recombinant caTPT1, FP RNA substrate dephosphorylation. AID 1962;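 active = inhibition above the mean of all tested compounds plus 3 SD, set per screening campaign, cut at about 24% in these data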;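 note: plate controls were DMSO alone for no effect and ferristatin control at 100 nM for full effect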
# The depositor's hits bear a star; i = inactive; . = no result given; & = joins results of further samples.
molecule	ZTA counter	GASC-1 inh	EBNA-1 inh	core dimer inh	PP1 counter	Fh CTSL1 inh	PP5 inh	CR mimetic SO	TPT1 inhibitor
Nc1c(C(=O)Nc2ccc(S(=O)(=O)N3CCCC3)cc2)sc2nc3ccc(OC(F)(F)F)cc3cc12	-6	-3	4	63*	3	2	1.2	93	18
C=CCc1ccc(OC(=O)c2ccccc2)c(OC)c1	-6	24	-11	-8	-4	0	8.7	103	-1
O=C(O)c1c2c(nc3ccccc13)/C(=C/c1ccc(O)cc1)CC2	11	-5	6	2	0	-3	1.6	116	-1
CCN1CCN(C(=O)c2c(-c3c(F)cccc3Cl)noc2C)CC1	10	41	12	-1	-7	0	-5.4	107	2
O=C(CN(c1ccccc1)S(=O)(=O)c1ccc(F)cc1)NC1CCCCCC1	-7	-15	-2	-1	-2	-1	1.7	107	0
Cc1cc(S(=O)(=O)n2ccnc2)c(Cl)cc1Cl	9	1	6	15	0	2	0.8	89	0
C[C@H]1NC(=O)[C@@]2(C)[C@@H](c3ccccc3)[C@H]3COc4ccccc4[C@@H]3N2C1=O	-6	0	.	.	0	.	-1.4	79	.
COc1ccccc1CNc1ncnc2c1cnn2-c1ccccc1	1	3&-22	7	8	0	4	-0.9	97	1
Cc1ccc(C(=O)COC(=O)c2cccs2)cc1	19	0	9	-6	0	0	3.0	96	6
COc1ccc(S(=O)(=O)N2CCN(C(c3ccccc3)c3ccccc3)CC2)cc1NC(C)=O	3	18	-5	3	0	0	1.6	101	-3
O=S(=O)(NCCc1csc(-c2cccnc2)n1)c1ccc2c(c1)OCCO2	-15	20	-8	16	2	-4	2.0	109	-3
O=C(NCCc1ccccc1)C(=Cc1ccc(C(=O)O)cc1)C(=O)NCCc1ccccc1	-11	-12	8	0	-4	7	-0.5	90	-3
CC(=O)Nc1ccc(NC(=O)COc2ccc([N+](=O)[O-])cc2)cc1	15	14	-2	6	1	2	-0.7	95	0
CC1CCCCC1NC(=O)COc1ccc(-n2cnnn2)cc1 (configuration not stated)	11	-3	-10	4	-2	2	-1.3	102	3
Cc1cccc(C)c1N1CCN(c2n[nH]c(N)n2)CC1	7	0	-6	-3	-2	-3	-1.0	86	-2
O=[N+]([O-])c1cc(S(=O)(=O)C(F)(F)F)ccc1Sc1nc2ccccc2s1	1	-8	-11	-4	0	-2	6.1	102	-7
COC(=O)N/N=C(C)\C=C\c1ccco1	6	3	3	4	-4	1	-0.4	94	0
Cc1ccc(S(=O)(=O)Nc2ccc3nc(C)sc3c2)cc1	8	11	0	4	-1	1	-1.6	109	3
Cc1nc(NC(=O)C2CCCC2)sc1Cc1ccc2c(c1)OCO2	-6	-5	1	-4	7	-2	1.8	105	-2
COc1ccc(C(=O)NC(=S)Nc2nnn(C)n2)cc1	3	5	3	-3	-3	1	0.2	90	-4
CN(CCCNC(=O)C1CCN(S(=O)(=O)c2cccc3nsnc23)CC1)Cc1ccccc1	-7	-3	-11	-2	0	0	-0.5	94	-1
CCC(C)(C(=O)NC1CCCC1)N(Cc1ccco1)C(=O)c1ccc2c(c1)OCO2 (configuration not stated)	-8	12	-13	0	-4	-4	1.4	107	-3
CCOC(=O)CCNC(=O)Nc1ccc2nc(C)n(Cc3ccccc3Cl)c(=O)c2c1	-20	6&-8	-3	3	2	0	2.9	102	2
CCc1cc(SC#N)cc(CC)c1NC(=O)CCl	-3	-3	-10	1	1	7	1.9	108	-1
CCOc1ccc(/C=N/N2C(=O)C(CC(=O)Nc3ccc(F)cc3F)SC2=NC)cc1OC (configuration not stated)	21	8	3	-6	4	2	2.2	97	-1
Cn1c(=O)c2c(nc(CN3CCc4ccccc4C3)n2CC(=O)c2ccccc2)n(C)c1=O	0	-4	-9	6	0	4	0.5	105	-2
CCCCN(CC)CCNC(=O)Cn1cnc2sc(C)c(S(=O)(=O)N3CCOCC3)c2c1=O	6	6&1	8	1	2	-1	-1.0	112	-5
Cc1ccc(Nc2ccc(C(=O)N3CCCC3)cn2)c(C)c1	-13	6	9	1	0	-1	1.4	93	-5
CC(C)CCNC(=O)c1ccccc1SCC(=O)NC1CCCCCCC1	-5	-3	.	.	-6	.	1.6	105	.
Cc1ccccc1C(=O)N1CCC(C(=O)Nc2ccc(S(=O)(=O)N3CCCC3)cc2)CC1	-3	i	9	1	-2	-4	1.0	102	-5
COc1ccc(/C=N/Nc2ncc(Br)cn2)c(OC)c1	13	8	9	-9	3	3	0.6	77	3
COc1ccc(C(C)C)cc1S(=O)(=O)Nc1ncn[nH]1	-4	-3	11	-3	-1	-6	-0.2	88	0
CC(c1nnc(SCC(=O)Nc2cc([N+](=O)[O-])ccc2F)n1Cc1ccccc1)N(C)C (configuration not stated)	-12	11	2	7	3	3	1.6	100	1
COc1ccc(-n2c(Cc3cc(=O)[nH]c(=O)[nH]3)nnc2SCc2ccccc2)cc1	-7	3	5	-1	2	-2	1.9	108	-6
O=C(CCCOc1ccccc1)N1CCN(c2ccc(F)cc2)CC1	-12	.	0	2	3	-16	4.2	89	0
CC1CC(NC(=O)N(C)C)N(C)C(=O)N1 (configuration not stated)	-8	33	-2	-6	1	-2	-2.3	95	-4
COc1cccc(N2CC(C(=O)Nc3nnc(SCC(=O)Nc4cc(C)on4)s3)CC2=O)c1 (configuration not stated)	9	10	9	16	0	0	2.2	99	-1
O=C(Nc1nnc(SCc2ccc(Cl)cc2Cl)s1)C1COc2ccccc2O1 (configuration not stated)	5	-9	24	28	0	2	0.6	102	-4
O=C(CNC(=O)c1ccccc1Br)N/N=C/c1cccnc1	9	6	8	-3	-1	-4	0.4	114	-1
O=C(CSc1nnc(-c2ccncc2)n1CC1CCCO1)Nc1ccccc1Cl (configuration not stated)	-7	-14	-15	1	-1	-5	0.2	92	0
CN(Cc1cccnc1)C(=O)c1ccc2nc(Cc3ccccc3F)oc2c1	-20	-1	-15	-9	1	-1	3.2	94	0
O=C(O)CCn1nc(-c2ccc(F)cc2)cc(Cc2ccccc2)c1=O	-2	-7	-12	8	1	-2	0.2	80	-4
C=CCOc1cccc(C(=O)N2CCCC(CCC(=O)NCc3ccccc3F)C2)c1 (configuration not stated)	-18	13	0	4	2	-1	1.4	87	2
O=[N+]([O-])c1ccccc1Oc1ccc(Cl)c2cccnc12	2	-14	3	-1	-3	-7	1.2	104	3
COc1ccc(CNC(=O)C2(c3ccc(Cl)cc3)CC2)cc1	1	17	1	5	-1	-3	2.2	84	-2
Cc1cc(C)cc(OCC(=O)NCc2cc(C)nc3ccccc23)c1	-13	-6	4	8	-3	1	-2.0	101	-7
O=[N+]([O-])c1ccc(-c2cn(-c3ccccc3F)c(=S)[nH]2)cc1	11	-3	7	-5	2	-1	8.3	96	-3
CCCC(NC(=O)C(C)Sc1nnnn1C1CC1)c1ccccc1 (configuration not stated)	-9	.	.	.	1	.	2.2	104	.
O=C(NC(=S)NC(=O)c1ccccc1F)c1ccccc1F	-10	5	-9	-1	-4	-2	2.5	98	3
Cc1ccc(CCNC(=O)CS(=O)Cc2nc(-c3ccccc3Cl)oc2C)cc1 (configuration not stated)	-8	-1	-9	-7	0	-3	1.4	123	-4
O=C(NC(Cc1c[nH]c2ccccc12)C(=O)O)c1ccc(F)cc1 (configuration not stated)	-11	-13	6	-5	-2	5	2.7	100	2
CN(C)NC1CC(=O)N(c2ccccc2)C1=O (configuration not stated)	0	-1	6	3	-5	-2	0.9	90	-2
O=C(NCc1cccs1)C(=O)c1cn(CC(=O)N2CCCC2)c2ccccc12	5	.	6	2	0	4	1.9	107	3
O=C1C2CCCN2C(=O)N1CCN1CCN(CCO)CC1 (configuration not stated)	9	8	6	1	1	-2	1.4	75	4
O=C(NN1C(=O)NC2(CCCCC2)C1=O)c1ccc(-c2ccccc2Cl)o1	-33	1	.	.	0	.	4.2	96	.
C/C(=N\NC(=O)CCCNc1ccc(C)cc1)c1ccccn1	-12	15	1	-2	-4	-1	-1.3	92	-2
Cc1cccc(NC(=O)c2ccc(S(=O)(=O)N3CC(C)OC(C)C3)cc2)n1 (configuration not stated)	-4	9	-7	0	-1	-4	-3.2	96	1
N#Cc1ccc(C(c2nnnn2Cc2ccccc2)N2CCCC2)cc1 (configuration not stated)	-13	2	6	0	-1	-5	3.4	93	-4
COc1cccc(OCC(=O)Nc2ccccc2-c2ccccc2)c1	7	-6	-7	2	1	1	3.8	100	-5
O=C(CSc1nnc(-c2ccncc2)s1)Nc1ccc(Cl)c(C(=O)O)c1	2	12	-4	-1	0	-1	1.7	80	1

# Record cards (already shown). Screens in order: ZTA counter | GASC-1 inh | EBNA-1 inh | core dimer inh | PP1 counter | Fh CTSL1 inh | PP5 inh | CR mimetic SO | TPT1 inhibitor
# C/C(=N\NC(=O)CCCNc1ccc(C)cc1)c1ccccn1 in the list: -12 | 15 | 1 | -2 | -4 | -1 | -1.3 | 92 | -2
# O=C(NCc1cccs1)C(=O)c1cn(CC(=O)N2CCCC2)c2ccccc12 in the list: 5 | . | 6 | 2 | 0 | 4 | 1.9 | 107 | 3
# O=C1C2CCCN2C(=O)N1CCN1CCN(CCO)CC1 (configuration not stated) in the list: 9 | 8 | 6 | 1 | 1 | -2 | 1.4 | 75 | 4
# O=C(NN1C(=O)NC2(CCCCC2)C1=O)c1ccc(-c2ccccc2Cl)o1 in the list: -33 | 1 | . | . | 0 | . | 4.2 | 96 | .

# Going on with the list:
molecule	ZTA counter	GASC-1 inh	EBNA-1 inh	core dimer inh	PP1 counter	Fh CTSL1 inh	PP5 inh	CR mimetic SO	TPT1 inhibitor
CCCOc1ccc(Cn2cnc3ccccc32)cc1	10	.	9	6	0	1	1.5	106	-3
CCn1c(N2CCN(C(=O)Nc3ccc(F)cc3)CC2)nc2ccccc21	-7	5	6	0	-2	-2	-0.4	91	1
CC(=O)c1ccc(C(=O)NC2CCCN(Cc3ccccc3F)C2)s1 (configuration not stated)	-8	1	6	1	-1	8	1.5	97	-1
O=C(C1CCN(S(=O)(=O)c2ccc3c(c2)OCCO3)CC1)N1CCc2ccccc21	10	-5	3	6	3	-2	2.2	104	0
CC(=O)N1c2c(cc(Br)cc2S(=O)(=O)N2CCN(C(=O)c3ccco3)CC2)CC1C (configuration not stated)	13	33	1	4	-3	1	-0.3	102	-4
COc1ccc(C(=O)NCC(=O)Nc2ccccc2)cc1OC	-1	-8	-15	1	4	-3	1.6	92	1
O=C(NNC(=S)Nc1ccccc1)NNC(=S)Nc1ccccc1	4	-14	-6	-1	-1	2	1.1	102	2
CCn1c(SCc2nc3ccccc3c(=O)[nH]2)nnc1C(C)NC(=O)c1ccccc1F (configuration not stated)	-9	-12	5	-3	-2	-1	0.8	105	-4
CC(=O)Nc1ccc(NC(=O)C(C)OC(=O)c2ccc3[nH]c(C)c(C)c3c2)cc1 (configuration not stated)	0	-2	-11	0	-7	2	-0.9	95	0
O=C(N(c1ccccc1)c1ccccc1)N(c1ccccc1)c1ccccc1	-14	-7	-5	14	1	2	1.9	98	-1
COc1ccccc1N1CCN(C(=O)c2cc3n(n2)C(C(F)(F)F)CC(c2ccco2)N3)CC1 (configuration not stated)	0	6&3	-1	2	-3	1	3.4	111	-4
O=C(Nc1ccc2oc(-c3ccccc3)nc2c1)c1ccco1	11	1	4	3	2	1	2.5	84	0
CCOc1ccc(C(=O)NCC(=O)NCC(c2ccco2)N2CCCCC2)cc1 (configuration not stated)	-7	5	.	.	0	.	2.4	77	.
